Screening results: PubChem, several laboratories
BoNT F protease: BoNT F light chain protease inhibition; Multiplex microsphere protease cleavage assay, flow cytometry; 0.22% of 360,000 active; inhibition, % at 10 µM; AID 588497; in the data active = inhibition above about 35%, passing the limit was not always enough; inconclusive = no clear call, values can overlap the other calls; note: plate controls were buffer without enzyme for full effect and enzyme alone for no effect
PrPC surface inh: inhibitors of human cell surface prion protein PrPC | P04156 | TR-FRET read-out | inhibition, % at 13.8 µM | 0.43% of 370,000 active; in the data active = inhibition above about 24%; note: 0% = median of the test wells and 100% = reference compound wells
MazF activator: activators of E. coli MazEF toxin-antitoxin RNase. P0AE70. activation, % at 20 µM. FAM/BHQ RNA-DNA oligo cleavage fluorescence, 5 h. 0.32% of 350,000 active. AID 504720; in the data active = activation above about 50%
Target sequence (P0AE70 whole entry, looked up): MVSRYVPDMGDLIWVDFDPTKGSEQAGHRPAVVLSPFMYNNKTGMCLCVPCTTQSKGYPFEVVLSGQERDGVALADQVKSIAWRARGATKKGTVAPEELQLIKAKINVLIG
Mtb FBA inh: Mtb fructose-bisphosphate aldolase inhibition | 2.3% of 360,000 active | inhibition, % at 1 µM | purified M. tuberculosis FBA, fluorescence read-out; in the data active = inhibition above about 27%;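 note: 0% = vehicle and 100% = reference inhibitor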
Target sequence (P9WQA3 whole entry, looked up): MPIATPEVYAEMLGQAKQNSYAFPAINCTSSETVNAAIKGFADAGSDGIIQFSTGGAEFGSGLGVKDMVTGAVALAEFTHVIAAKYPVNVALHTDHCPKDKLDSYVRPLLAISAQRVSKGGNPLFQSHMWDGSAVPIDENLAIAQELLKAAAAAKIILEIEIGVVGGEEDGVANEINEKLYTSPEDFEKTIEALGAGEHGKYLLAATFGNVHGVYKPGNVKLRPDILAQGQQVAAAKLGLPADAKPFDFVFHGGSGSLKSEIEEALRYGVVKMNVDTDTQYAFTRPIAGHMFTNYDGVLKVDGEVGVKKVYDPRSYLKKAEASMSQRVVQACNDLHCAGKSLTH
FadD28 binding: blocks FadD28 binding to the bisubstrate probe; fluorescence polarization; inhibition, % at 12.5 µM; 0.22% of 360,000 active; in the data active = inhibition above about 8.5%, passing the limit was not always enough; inconclusive = no clear call, values can overlap the other calls
BioA inh: inhibitors of Mycobacterium tuberculosis BioA enzyme; purified M. tuberculosis BioA enzyme, plate reader; inhibition, % at 9.99 µM; 0.096% of 360,000 active; in the data active = inhibition above about 40%; inconclusive = no clear call, values can overlap the other calls
Mtb UGM inh: inhibitors of M. tuberculosis UDP-galactopyranose mutase. inhibition, % at 10 µM. 0.06% of 320,000 active. P9WIQ1. purified UGM, fluorescence polarization probe displacement; in the data active = inhibition above about 10%, passing the limit was not always enough; inconclusive = no clear call, values can overlap the other calls
Target sequence (P9WIQ1 whole entry, looked up): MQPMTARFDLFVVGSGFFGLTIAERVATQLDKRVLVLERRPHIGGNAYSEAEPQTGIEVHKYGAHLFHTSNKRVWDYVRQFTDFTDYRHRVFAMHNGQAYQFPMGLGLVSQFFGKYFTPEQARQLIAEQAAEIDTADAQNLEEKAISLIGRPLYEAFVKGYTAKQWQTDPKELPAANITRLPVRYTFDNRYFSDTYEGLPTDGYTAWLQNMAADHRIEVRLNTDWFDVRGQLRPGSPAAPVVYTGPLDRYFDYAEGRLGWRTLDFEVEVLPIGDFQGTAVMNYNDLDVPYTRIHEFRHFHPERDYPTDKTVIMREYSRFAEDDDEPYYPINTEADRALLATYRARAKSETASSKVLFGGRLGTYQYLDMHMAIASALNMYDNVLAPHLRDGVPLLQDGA
GDH-TPI inh: inhibits GDH-TPI coupling enzymes, artifact for Mtb FBA screen; GDH-TPI coupled enzyme counterscreen, NADH absorbance; inhibition, % at 4.8 µM; 1.2% of 360,000 active; AID 588335; in the data active = inhibition above about 30%;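 note: 0% = DMSO wells and 100% = wells lacking the enzyme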
Rv3671c protease: inhibitors of M. tuberculosis serine protease Rv3671c | P9WHR9 | inhibition, % at 5.96 µM | AID 2606 | 0.048% of 320,000 active; in the data active = inhibition above about 38%;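 note: extracellular domain of Rv3671c used as enzyme; 0% = enzyme with DMSO and 100% = no enzyme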
The depositor's hits bear a star; ? = inconclusive; . = no result given; & = joins results of further samples.

compound	BoNT F protease	PrPC surface inh	MazF activator	Mtb FBA inh	FadD28 binding	BioA inh	Mtb UGM inh	GDH-TPI inh	Rv3671c protease
CCn1cc(C(=O)NCc2ccccn2)c(=O)c2cc(F)c(N3CCN(C)CC3)cc21	-9	1	3	8	-5.4	1.8	2.0	7	-2
Cc1sc(Cc2nc(O)cs2)nc1-c1ccccc1	3	15	8	5	1.1	-0.1	1.7	15	-1
Cc1ccc(S(=O)(=O)N2CCC[C@H]2C(=O)OCc2cc(=O)oc3cc(C)ccc23)cc1	-4	-2	7	-2	-3.5	-0.1	.	-3	0
O=C(CCNC(=O)c1ccc([N+](=O)[O-])cc1)Nc1ccccc1N1CCCCC1	2	-23	6	1	-2.8	.	1.9	4	2
CN(C(=O)COC(=O)c1cncc(Br)c1)C1CCCCC1	8	-2	-8	5	-1.7	-0.4	6.2	11	-3
CCNc1ccc(C(=O)OCC(=O)N2c3ccccc3NC(=O)C2(C)C)cc1[N+](=O)[O-]	-4	-12	4	-4	-4.5	.	0.1	-2	0
O=c1c2c(nc3cc(-c4cccc(F)c4)[nH]n13)CCC2	-6	5	5	37*	-0.1	-0.3	-1.3	3	4
COc1ccc(CN2C(=O)NC(=O)/C(=C\c3ccco3)C2=O)cc1	-3	6	-3	0	?	-1.4	1.1	3	-17
CCOC(=O)N1CCN(C(=O)c2ccc(CNS(=O)(=O)c3ccc(NC(C)=O)cc3)cc2)CC1	1	8	3	-1	-0.1	0.5	-0.7	-1	8
Fc1ccccc1OCCCCCCN1CCCC1	12	5	-11	2	-4.7	0.5	-0.8	-6	9
CN1c2ccc(Cl)cc2C(=O)NC1c1ccc([N+](=O)[O-])s1 (stereo not given)	?	-14	1	-1	-12	5.2	1.1	16	-3
CSc1ccc(CNC(=O)Cc2ccc(NC(=O)C3=C(C)OCCS3)cc2)cc1	1	6	2	1	0.7	-3.1	0.1	6	5
O=C1OC(O)c2cccc3cccc1c23 (stereo not given)	-2	-5	12	7	-1.3	-0.4	.	2	.
O=C1CCCN1CCCNC(=S)Nc1ccc(Nc2ccccc2)cc1	2	2	1	-3	-1.3	2.7	1.3	23	-1
Cc1cccc(NS(=O)(=O)c2ccc(-c3cnc(C4CC4)o3)cc2)c1C	-2	18	0	-2	-4.4	-1.5	0.2	8	-24
C/C(N)=C(/C#N)C(=O)CSc1nnc(-c2ccccc2)n1C	-7	5	2	-4	-3.1	-0.6	-1.1	-5	8
CCOc1ccc(NC(=S)Nc2ccc3nsnc3c2)cc1	-14	-13	1	-1	0.4	.	-0.9	5	-199
CN(c1cccc(Cl)c1)S(=O)(=O)c1cccc(C(=O)NCc2ccncc2)c1	-3	0	-9	-4	-2.2	1.1	-0.4	-5	-7
COc1cc(-c2noc(C)c2C(=O)NCCCN2CCOCC2)cc(OC)c1OC	4	1	-1	2	-3.5	-1.2	-1.6	-5	5
Cc1c(NC(=S)N/N=C/C=C/c2ccc([N+](=O)[O-])cc2)c(=O)n(-c2ccccc2)n1C	-13	-31	2	4	-1.1	.	-5.3	32*	10
O=C(Oc1cccnc1)c1ccc([N+](=O)[O-])cc1	-2	2	-1	0	-2.1	.	-4.5	6	4
CCCCOCCCNC(=O)N[C@H](C(=O)OC)C(C)CC (stereo not given in full)	?	1	1	1	-1.4	0.0	-0.7	5	1
CS(=O)(=O)c1ccc(Cl)c(NC(=O)c2ccc3ccccc3c2)c1	-5	2	-2	-1	-2.2	-1.7	-2.0	-1	-1
COc1ccc(-c2cc(-c3c(O)c(OC)c4occc4c3OC)[nH]n2)cc1OC	13	4	3	1	3.8	1.1	-1.1	7	8
COc1ccccc1NC(=O)CCCCCN1C(=O)c2cccc([N+](=O)[O-])c2C1=O	?	-3	4	1	1.1	6.0	-0.9	14	-2
CC(c1ccon1)N(C)C(=O)CCc1nnc(C2(c3ccc(Cl)cc3)CCC2)o1 (stereo not given)	-4	-3	0	1	-0.9	.	-2.4	2	1
CC(C)Sc1nc2sc3c(c2c2nnc(SCC(=O)NCc4ccco4)n12)CCCC3	2	0	-8	-1	-7.9	-0.1	-0.1	4	-10
O=C(Oc1ccc2ccccc2c1)c1ccco1	15	8	1	0	-0.1	.	1.3	3	8
Cc1ccc(NC(=S)N2CCOCC2)cc1	2	-2	8	-3	-2.6	.	-3.0	-8	-5
CC(C)[C@H](NC(=O)OCc1ccccc1)C(=O)N[C@@H](Cc1c[nH]c2ccccc12)C(=O)O	-7	-2	0	-4	-3.5	-1.5	0.0	-2	-1
O=C1NC(=O)/C(=C/c2ccccn2)S1	-3	-2	8	-2	-3.0	-1.8	-0.8	28	1
O=C(C1CCCO1)N1CCN(S(=O)(=O)c2ccc(Br)cc2)CC1 (stereo not given)	1	8	7	4	1.5	-0.4	1.3	1	-1
Cc1nc2cc(NC(=O)c3ccc(Cl)cc3)ccc2n1C	10	10	3	2	-4.4	-0.1	1.2	-5	-1
CCOC(=O)N/N=C\c1ccc(C)s1	-1	3	-3	2	-0.4	-0.5	-2.0	6	-5
Cc1nc2ccc(NC(=O)c3ccc(=O)[nH]c3)cc2s1	5	-3	8	1	-2.9	-2.6	1.4	-3	-3
COc1ccc(-c2[nH]ncc2CNCc2cc(C)n(C)n2)c(F)c1	-1	8	3	7	1.0	-0.6	-1.7	5	0
O=C(Nc1ccc(-c2noc(CCc3ccccc3)n2)cc1)c1cccnc1	-16	5	14	8	0.9	-0.5	-0.8	2	-20
FC(F)(F)c1cccc(CNC(=S)Nc2ccccc2)c1	-9	11	3	4	-2.1	.	1.0	7	-15
CC(=O)c1c(C)[nH]c(C(=O)NCCCN2CCCC2)c1C	-15	-1	-1	-2	0.9	7.4	4.1	0	-8
CC1=NN(C(=O)Cn2nc([N+](=O)[O-])cc2C)C(O)(C(F)(F)F)C1 (stereo not given)	-2	-2	3	0	0.4	.	1.1	4	-9
CC(C)(C)NC(=O)CN(C(=O)CNC(=O)c1cccs1)c1ccc2c(c1)OCCO2	-14	-2	-1	3	-0.5	-2.5	-1.7	2	-5
O=C1Nc2c(c(=O)[nH]c(=O)n2-c2ccc(F)cc2)C1(NS(=O)(=O)c1ccccc1)C(F)(F)F (stereo not given)	0	-1	-1	-10	-4.7	7.3	2.3	-3	6
O=C1CC(N2CCN(S(=O)(=O)c3ccccc3)CC2)C(=O)N1c1ccccc1 (stereo not given)	-2	1	7	0	-3.3	.	0.1	2	3
S=C1NC2(CCCCC2)Cc2ccccc21	2	3	8	-1	-2.3	-1.7	2.0	13	0
CN1CC(c2ccccc2)Oc2ccccc2C1=S (stereo not given)	-7	-1	7	0	-4.4	.	2.4	0	0
CN(C)S(=O)(=O)c1ccc(NC(=O)CSc2ncnc3ccccc23)cc1	-6	50*	2	5	-2.2	0.0	.	7	-14
Cc1cccc(NC(=O)c2ccc(OCc3c(C)noc3C)cc2)c1C	-8	-5	3	5	-1.0	-1.0	-0.4	-4	-6
COC(=O)[C@H](CC(C)C)NC(=O)NC1CCCCC1C (stereo not given in full)	6	-3	-4	-1	-4.0	-1.5	3.3	-8	-1
N/C(=N\OC(=O)c1cccc(Br)c1)c1ccncc1	-2	1	4	-1	0.2	-1.8	-0.3	6	-10
Clc1ccc(OCCn2cnc3ccccc32)cc1	-6	3	-6	-2	-1.6	2.0	-1.4	9	-4
O=C(CN1CCC(n2nnc3cc(F)ccc32)CC1)Nc1ccccc1N1CCOCC1	-13	4	1	-2	-2.7	2.3	1.7	0	-9
C[C@H]1OC[C@@H](C[N+](C)(C)C)O1	2	0	-5	5	-0.8	0.4	-0.6	4	2
COc1ccc(CNC(=S)Nc2ccc(F)c(Cl)c2)cc1OC	-2	-3	1	-1	-0.3	.	-1.6	1	7
Cc1cc(C)c2cc3c(N)c(C(=O)N4CCOCC4)sc3nc2c1	4	-5	15	15	-1.0	.	1.9	12	-6
O=C(COc1ccccc1)NC(=S)Nc1ccc2c3c(cccc13)CC2	-6	2	-3	5	-2.0	.	1.5	10	2
CNC(=O)c1ccc(CNC(=O)OCc2ccccc2)cc1	-4	1	-11	7	-4.0	.	1.8	-11	-3
COCCCNC(=O)C(=O)NCC1CCCN1S(=O)(=O)c1cccs1 (stereo not given)	-9	-5	-6	-1	-3.6	.	4.4	4	0
Cc1ccc(S(=O)(=O)Nc2cc(-c3ccc(Cl)cc3)nn2C)cc1	-31	12	-6	-2	-0.8	-0.7	-0.3	-12	-5
Nc1cc(=O)[nH]c(=S)n1-c1ccccc1	-3	-2	4	-10	-2.9	-0.4	1.6	7	-3
NC(CC(=O)NC(c1ccccc1)(c1ccccc1)c1ccccc1)C(=O)O (stereo not given)	0	-2	-1	-3	-3.8	.	-0.8	-6	-4

Next part:
compound	BoNT F protease	PrPC surface inh	MazF activator	Mtb FBA inh	FadD28 binding	BioA inh	Mtb UGM inh	GDH-TPI inh	Rv3671c protease
ClC1C(Cl)C(Cl)C(Cl)C(Cl)C1Cl (stereo not given)	12&-8	3&6	-11&6	0&-2	-3.3&-1.6	0.4&0.1	-0.4&-0.4	1&-6	-1&2
COc1ccc(-n2ncc(C(=O)NC3CC3)c2C2CCN(C(=O)OC(C)(C)C)CC2)cc1	-3	-4	-1	1	-3.8	.	0.8	4	-13
CCN1C(=O)/C(=C\N(C)C)S/C1=N\S(=O)(=O)c1ccc(C)cc1	0	1	5	3	-0.1	.	-1.5	3	5
COc1cc(C(=O)NCCC(C)C)c([N+](=O)[O-])cc1OC	-7	-10	-3	1	-0.4	.	-1.3	25	-2
CCSc1nncn1/N=C/c1ccc(OC)c(OC)c1	-26	6	-4	-3	-0.4	-2.7	-1.4	22	3
CC(C)CCn1nnnc1C(C(C)C)N1CCC(C(N)=O)CC1 (stereo not given)	-17	2	1	-1	-0.3	-0.9	-0.4	15	2
COc1ccc(C2/C=C\CN(C(=O)NC(C)C)CC(=O)N2Cc2ccc(F)cc2)cc1 (stereo not given)	-3	1	-8	5	-2.1	-2.0	-0.2	15	0
NS(=O)(=O)c1ccc(NC(=S)NC(=O)c2cccc(Br)c2)cc1	-8	19	17	-4	-4.3	6.1	.	-5	.
Cc1oc(CSCC2CCCO2)cc1C(=O)O (stereo not given)	?	-3	2	-1	0.3	-1.7	-2.6	4	-2
Cc1ccc(C(=O)NCCNC(=O)CN2CCOCC2)cc1	9	-3	3	-3	-1.7	.	0.4	-5	-2
CCC(COC)NC(=O)c1ccc(OC)c(OC2CCN(C(C)=O)CC2)c1 (stereo not given)	-31	3	15	2	-1.9	-1.8	-2.6	2	-2
COc1cc(C(=O)Nn2c(O)c(C3=c4ccccc4=NC3=O)sc2=S)ccc1O	-5	0	12	6	-3.0	.	1.4	18	-8
Cc1cccc(-n2c(SCCC(=O)O)nnc2-c2cccs2)c1C	2	2	0	8	0.1	-2.2	0.7	3	5
CCCN1CCN(C(=O)c2c(Cl)cnn2C)CC1	1	3	3	1	1.0	-1.7	1.1	6	0
Cc1ccc(N2CC(=O)N(NC(=O)Nc3ccc(Cl)c(Cl)c3)CC2=O)cc1	5	8	-2	1	-0.8	.	0.3	-4	-5
Cc1sc(NC(=O)CSc2nnc(CCNC(=O)c3cccs3)n2C)nc1-c1ccccc1	-19	-1	-3	3	-4.6	3.2	-0.4	-2	-14
O=C(Nc1ccc2[nH]c(=S)sc2c1)Nc1ccccc1F	6	0	-4	1	-2.7	-0.8	5.5	-3	5
